MrgX1 antagonist: antagonists of human MrgX1 receptor, primary screen, HEK293 cells, Fluo-4 calcium flux; Mas-related G-protein coupled receptor member X1 (Homo sapiens), Q96LB2; BAM8-22 antagonism; stronger effect = lower value; B-score at 10 µM; 1.3% of 310,000 active;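 active means calcium-response B-score plate-corrected more than 3 library SD below zero, starting fluorescence within 5 deviations, no agonist response on first addition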;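 further: peak minus trough fluorescence over baseline after final BAM8-22 challenge near maximal dose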
AI-2 QS mod: Vibrio harveyi AI-2 quorum sensing modulators, primary screen, JMH597 strain, luminescence/OD600 ratio. AID 2094, 2009. 0.4% of 300,000 active. activity change, % at 7.5 µM. Vibrio harveyi JMH597 AI-2 luminescence/OD600 ratio, 9 h; stronger effect = lower value; strain lacks LuxN and CqsS sensors; 0 = neutral-control median; in the data active means activity change below about -75%, passing the limit was not always enough;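 further: luminescence divided by OD600 gain over 9 h not by final OD600 alone; inactives centre near 13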
MrgX1 ag: agonists of human MrgX1 receptor, primary screen, HEK293 cells, Fluo-4 calcium flux. Mas-related G-protein coupled receptor member X1 (Homo sapiens), Q96LB2. Fluo-4 calcium fluorescence, agonist mode; stronger effect = higher value. B-score at 10 µM. 0.44% of 310,000 active. AID 588627, 2011;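 active means calcium response B-score plate-corrected fluorescence ratio at least 3 library SD, with starting fluorescence B-score inside 5 SD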
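Test system: HEK293 cells stably expressing human MrgX1 receptor; Input: fifteen thousand cells per well; Dosing: compound delivered in addition one of three; Schedule: overnight seeding, then 1 h dark dye loading; Technique: Fluo-4 NW calcium fluorescence; Measure: B-scored fluorescence response ratio; Controls: positive and negative controls per plate.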
MrgX1 PAM: positive allosteric modulators of MrgX1, primary screen, HEK293 cells, Fluo-4 calcium flux. Mas-related G-protein coupled receptor member X1 (Homo sapiens), Q96LB2. FDSS; stronger effect = higher value. B-score at 10 µM. 0.63% of 310,000 active;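 active means plate-corrected calcium response at least 3 library SD above typical, normal starting fluorescence, not activating the receptor alone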;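 further: compound read alongside a low EC10 to EC30 dose of BAM8-22 agonist; peak minus trough fluorescence over baseline measured at the second addition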
HIF activator: HIF pathway transcriptional activators, primary screen, cell-based, U2OS HRE-luciferase, luminescence; activation, % at 7.5 µM (by protocol); U2OS HRE-luciferase reporter; normalized: DMSO 0%, desferrioxamine 100%; 0.32% of 300,000 active; AID 1910, 2009;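 active means mean activation of at least 10% of the iron chelator positive control signal, with at least half of replicates also reaching 10%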
TRPC4 inh: inhibitors of mouse TRPC4 channel, primary screen, Fluo4 calcium, HEK293 TRPC4beta/mu-opioid cells; Short transient receptor potential channel 4 (Mus musculus), Q9QUQ5; DAMGO-evoked Fluo4 calcium flux; stronger effect = lower value; B-score at 10 µM; 0.39% of 300,000 active;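 active means B-score over 3 SD under the library average, no early fluorescence shift, positive overall ratio signal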
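Material: HEK293 cells with stable TRPC4beta plus mu-opioid receptor expression; probe or stimulus: DAMGO in two steps, submaximal then maximal; technique: Fluo4 calcium fluorescence by kinetic imaging, 5 s 1 Hz baseline; measure: integrated fluorescence ratio relative to baseline, converted to per-well B score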
TRPC4 potent: positive allosteric modulators of TRPC4, primary screen, cell-based, mouse TRPC4beta, HEK293 mu-opioid, Fluo-4 calcium; Short transient receptor potential channel 4 (Mus musculus), Q9QUQ5; DAMGO EC20, Fluo-4 Ca2+ flux; stronger effect = higher value; B-score at 10 µM; 0.42% of 310,000 active;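 active means B-score of calcium response area above 5 SD of library B-scores, with initial fluorescence ratio within 5 SD of library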;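 further: B-score of integrated fluorescence ratio over time as area under calcium response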
TRPC6 activator: mouse TRPC6 channel activators, primary screen, cell-based, HEK293, membrane potential dye; Short transient receptor potential channel 6 (Mus musculus), Q61143; HEK293-TRPC6 membrane potential dye fluorescence; stronger effect = higher value; B-score at 10 µM; 0.13% of 310,000 active;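 active means B-score of the integrated fluorescence ratio above library mean plus 3 SD, and starting fluorescence ratio within library mean plus 5 SD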;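 further: higher score means more depolarization so channel activation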
Target sequence (Q61143 whole entry, looked up): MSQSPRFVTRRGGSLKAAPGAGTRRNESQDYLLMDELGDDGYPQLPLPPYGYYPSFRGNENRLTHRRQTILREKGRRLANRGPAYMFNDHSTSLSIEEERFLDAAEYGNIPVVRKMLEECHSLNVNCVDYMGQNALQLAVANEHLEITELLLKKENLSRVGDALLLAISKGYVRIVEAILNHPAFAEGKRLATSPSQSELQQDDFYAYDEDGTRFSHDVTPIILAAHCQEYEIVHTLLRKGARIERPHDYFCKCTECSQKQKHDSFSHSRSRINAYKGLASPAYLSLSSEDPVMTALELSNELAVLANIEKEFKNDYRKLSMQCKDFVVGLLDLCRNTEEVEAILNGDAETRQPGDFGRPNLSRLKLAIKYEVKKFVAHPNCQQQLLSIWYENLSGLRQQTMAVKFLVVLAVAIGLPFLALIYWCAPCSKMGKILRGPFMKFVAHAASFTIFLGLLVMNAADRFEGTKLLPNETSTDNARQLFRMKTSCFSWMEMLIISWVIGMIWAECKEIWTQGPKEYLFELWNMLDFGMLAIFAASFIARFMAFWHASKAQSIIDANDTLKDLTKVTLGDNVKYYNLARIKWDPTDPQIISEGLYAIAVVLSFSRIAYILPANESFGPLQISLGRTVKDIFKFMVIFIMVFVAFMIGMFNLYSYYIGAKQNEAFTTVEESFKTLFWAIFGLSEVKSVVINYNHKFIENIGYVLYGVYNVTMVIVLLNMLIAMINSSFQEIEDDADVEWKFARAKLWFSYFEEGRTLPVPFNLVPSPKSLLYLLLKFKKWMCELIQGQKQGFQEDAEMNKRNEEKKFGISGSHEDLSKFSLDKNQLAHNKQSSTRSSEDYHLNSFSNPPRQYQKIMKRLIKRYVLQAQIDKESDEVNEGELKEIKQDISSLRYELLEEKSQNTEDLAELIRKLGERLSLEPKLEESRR
TRPC6 inhibitor: mouse TRPC6 channel inhibitors, primary screen, cell-based, HEK293, membrane potential dye. 1.1% of 310,000 active. Short transient receptor potential channel 6 (Mus musculus), Q61143. B-score at 10 µM. AID 2553, 2010. ACh-evoked depolarization; stronger effect = lower value;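 active means B-score under library mean minus 3 SD, initial fluorescence not abnormally high, positive integrated signal ratio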;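 further: B-score derived from integrated fluorescence ratio over the kinetic read; more negative B-score means stronger inhibition of depolarization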
PolyA inhibitor: polyadenylation inhibitors in yeast reporter cells, primary screen, luminescence, S. cerevisiae; S. cerevisiae SKY197-pL101 polyadenylation reporter, beta-gal luminescence; efflux-impaired pdr1/pdr3 knockout yeast; score 100 = 6 SD above DMSO; calls only at 12 µM; 0.02% of 300,000 active;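 active means lowest replicate activity score at least 50, where 100 means six control SD above control mean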;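 further: yeast exposed to compound for 9 h at 30 °C; higher score means more reporter readthrough which indicates perturbed polyadenylation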
TRPC4 act: activators of mouse TRPC4 channel, primary screen, Fluo4 calcium, HEK293 TRPC4beta/mu-opioid cells. Fluo4 calcium fluorescence; stronger effect = higher value. B-score at 10 µM. 0.49% of 310,000 active. AID 2237, 2010;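 active means B-score above 5 SD of library B-scores, and initial fluorescence ratio not above library mean plus 5 SD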;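 further: positive B-score marks a calcium rise read as TRPC4 activation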
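Test system: HEK293 cells stably co-expressing mouse TRPC4beta and mu-opioid receptor | Schedule: Fluo4 dye loading 45 min at room temperature, 110 s recording | Measured by: Kinetic Fluo4 calcium fluorescence, 5 s baseline at 1 Hz | Evaluation: B score of integrated ratio | Controls: Buffer (low) and maximal DAMGO (high)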
An asterisk follows results filed as active; i = inactive; . = no result given.

SMILES	MrgX1 antagonist	AI-2 QS mod	MrgX1 ag	MrgX1 PAM	HIF activator	TRPC4 inh	TRPC4 potent	TRPC6 activator	TRPC6 inhibitor	PolyA inhibitor	TRPC4 act
Cc1cc(C(=O)Nc2ccc3c(c2)CCC3)c2ccccc2n1	i	10.7	i	i	-0.2	i	i	i	i	i	i
COc1cc(-c2noc(C)c2C#Cc2ccccn2)cc(OC)c1OC	i	0.2	i	i	0.2	.	i	i	i	i	i
CN(C(=O)CC1C(=O)NCCN1Cc1c(F)cccc1Cl)C1CCOCC1 (stereo not given)	i	4.0	i	i	-1.2	i	i	i	i	i	i
CC1(C)COCN1C(=O)c1ccc(Cl)c(Cl)c1	i	-4.0	i	i	-0.2	i	i	i	i	i	i
CSc1nnc(-c2ccccc2Cl)n1N	i	10.2	i	i	-0.5	i	i	i	i	i	i
CC(=O)C1=C(C)N(Cc2ccccc2)C(=O)N[C@H]1c1cccc(F)c1	i	-8.7	i	i	-0.7	i	i	i	i	i	i
COc1ccc2c(Cl)c(C(=O)NC3CCS(=O)(=O)C3)sc2c1 (stereo not given)	i	11.5	i	i	1.1	i	i	i	i	i	i
N#CCSc1nc(-c2ccccc2)nc2ccccc12	i	1.4	i	i	2.7	i	i	i	i	i	i
CC(O)CCC(=O)NNC1=CC(=O)CC(C)(C)C1 (stereo not given)	i	-5.8	i	i	0.4	i	i	i	i	i	i
COc1cc(C2Nc3cccc4cccc(c34)N2)ccc1OC(C)=O	i	17.5	i	i	-0.5	i	i	i	i	i	i
Cc1c(Cl)cccc1NC(=O)C(=O)NNS(=O)(=O)c1ccc(F)cc1	i	13.9	i	i	0.2	i	i	i	i	i	i
CN(c1ccc(C(=O)N2CCCCCC2)cc1)S(=O)(=O)c1ccc(Cl)cc1	i	12.7	i	i	-0.4	i	i	i	i	i	i
O=C(CSc1nnc2c(n1)[nH]c1ccc(F)cc12)NCc1ccc(F)cc1	i	9.5	i	i	0.1	i	i	i	i	i	i
CCN1CCN(c2cc(C)c3cc(NC(=O)c4ccc(C)c(C)c4)ccc3n2)CC1	i	19.5	i	i	1.4	i	i	i	i	i	i
CCCc1nnc(SCC(=O)N2CCCCC2C)n1CC (stereo not given)	i	22.4	i	i	-0.2	i	i	i	i	i	i
Cc1ccc(C(OCCN(C)C)c2cccc(C(F)(F)F)c2)cc1 (stereo not given)	i	8.7	i	i	-0.6	i	i	i	-5.44*	i	i
Cc1cc2cc(CN(Cc3cccs3)Cc3nnnn3CC3CCCO3)c(=O)[nH]c2cc1C (stereo not given)	i	-5.0	i	i	.	i	i	i	i	i	i
CC1CCN(C(=O)COC(=O)c2ccc(F)c(S(=O)(=O)N3CCOCC3)c2)CC1	i	19.8	i	i	0.0	i	i	i	i	i	i
Cc1ccc(N(C(=O)c2csnn2)C(C(=O)NC(C)(C)C)c2ccncc2)cc1 (stereo not given)	i	5.4	i	i	0.5	i	i	i	i	i	i
COCCNC(=O)NC(=O)COC(=O)c1cccn1C	i	28.7	i	i	0.6	i	i	i	i	.	i
COC(=O)C(C)(C(=O)OC)c1ccc(C(F)(F)F)cc1[N+](=O)[O-]	i	3.4	i	i	-0.9	i	i	i	i	i	i
COc1ccc(S(=O)(=O)N(Cc2ccccc2)Cc2nc(-c3ccccc3)no2)cc1	i	31.8	i	i	.	i	i	i	i	.	i
COC(=O)c1cc(NS(=O)(=O)c2ccc3c(c2)c(=O)n(C)c(=O)n3C)cc(C(=O)OC)c1	i	23.5	i	i	-0.9	i	i	i	i	i	i
O=[N+]([O-])c1cccc(/C=N/NS(=O)(=O)c2ccccc2)c1	i	30.3	i	i	-0.1	i	i	i	i	i	i
O=c1c2cc(N3CCOCC3)ccc2[nH]c(=S)n1Cc1ccco1	i	23.0	i	i	2.6	i	i	i	i	i	i

Next section
SMILES	MrgX1 antagonist	AI-2 QS mod	MrgX1 ag	MrgX1 PAM	HIF activator	TRPC4 inh	TRPC4 potent	TRPC6 activator	TRPC6 inhibitor	PolyA inhibitor	TRPC4 act
COc1ccc(CNS(=O)(=O)c2cc(-c3cc(C)no3)ccc2C)cc1OC	i	4.7	i	i	-0.7	i	i	i	i	i	i
CSc1ccc(/C=N/NC(=O)CNc2cccc3ccccc23)cc1	i	14.2	i	i	0.0	i	i	i	i	i	i
COc1ccc(-c2c(-c3ccc(OC)cc3O)nc(C)nc2C(F)(F)F)cc1	i	9.6	i	i	0.4	i	i	i	i	i	i
CN(C)C(=O)CCC(=O)N1CCCC(C(=O)c2ccc3c4c(cccc24)CC3)C1 (stereo not given)	i	16.1	i	i	1.4	i	i	i	i	i	i
NNC(=S)NC1CC2CC1C1C=CCC21 (stereo not given)	i	0.6	i	i	0.7	i	i	i	i	i	i
O=C(N/N=C/c1c[nH]c2ccccc12)c1sc2ccccc2c1Cl	i	18.9	i	i	2.6	i	i	i	i	i	i
Cc1ncsc1C(=O)Nc1nc2c(s1)CC(C)CC2 (stereo not given)	i	8.8	i	i	2.2	i	i	i	i	i	i
Cc1ccccc1/C=N/NC(=O)CSc1nc2ccccc2o1	i	1.7	i	i	1.8	i	i	i	i	i	i
Cc1ccc(Sc2c(C=O)c3ccccc3n2C)cc1	i	127.4	i	i	1.0	i	i	i	i	i	i
Cc1ccc(S(=O)(=O)N2CCOCC2)cc1C(=O)NCc1cn2ccsc2n1	i	6.9	i	i	0.0	i	i	i	i	i	i
COc1ccc(NS(=O)(=O)c2cc(NC(=O)c3cccc(OCc4c(C)noc4C)c3)ccc2OC)cc1	i	4.5	i	i	1.7	i	i	i	i	i	i
CC(C)CN(C(=O)C1CCCO1)C1CCS(=O)(=O)C1 (stereo not given)	i	10.3	i	i	-0.5	i	i	i	i	i	i
CCOC(=O)c1cc(C)nc(S(C)(=O)=O)c1C#N	i	-3.3	i	i	0.4	i	i	i	i	i	i
Cc1ccc(NC(=O)C(=O)NCC2CCCN2S(=O)(=O)c2cccs2)cc1C (stereo not given)	i	41.3	i	i	0.2	i	i	i	i	i	i
Cc1noc(C)c1S(=O)(=O)N(C)Cc1ccccc1	i	-12.0	i	i	-0.3	i	i	i	i	i	i
COc1ccc2cc3cc(C(=O)Nc4ccccc4N4CCN(C)CC4)oc3nc2c1	i	16.2	i	i	-1.5	i	i	i	i	i	i
CCOc1cc(CNCCc2ccc(S(N)(=O)=O)cc2)cc(Cl)c1OCc1ccccc1	i	39.7	i	i	-0.6	i	i	i	i	i	i
CCOC(=O)CNC(=O)CN1C(=O)CCSc2ccccc21	i	23.6	i	i	-0.3	.	i	i	i	i	i
O=C(O)Cc1nc(-c2cccnc2)sc1-c1ccc(Br)cc1	i	9.7	i	i	0.0	i	i	i	i	i	i
CC(C)[C@@H](CO)NC(=O)c1ccc2c3n(nc2c1)-c1ccc(Cl)cc1CO3	i	23.1	i	i	2.3	i	i	i	i	i	i
CCc1nnc(NC(=O)CCC(=O)NCc2ccccc2OC)s1	i	22.3	i	i	-0.8	i	i	i	i	i	i
Cc1nn(-c2ccccc2)cc1/C=N/O	i	14.9	i	i	0.7	i	i	i	i	i	i
O=C(Oc1ccccc1)c1ccc(NC(=O)c2ccco2)cc1	i	-13.1	i	i	0.7	i	i	i	i	i	i
O=C(c1cc(COc2ccc(F)cc2Cl)on1)N1CCCC(OCc2cccnc2)C1 (stereo not given)	i	7.2	i	i	1.6	i	i	i	i	i	i
COc1cccc(CNS(=O)(=O)c2cccc(S(=O)(=O)N3CCOCC3)c2)c1	i	35.3	i	i	2.1	i	i	i	i	i	i

The listing continues.
SMILES	MrgX1 antagonist	AI-2 QS mod	MrgX1 ag	MrgX1 PAM	HIF activator	TRPC4 inh	TRPC4 potent	TRPC6 activator	TRPC6 inhibitor	PolyA inhibitor	TRPC4 act
O=C(NNC(=O)c1cc(-c2ccccc2)nc2ccccc12)c1csc(N2CCOCC2)n1	i	14.7	i	i	0.1	i	i	i	i	i	i
CCOC(=O)C1CCC(CN(Cc2ccccc2C)S(=O)(=O)c2ccc([N+](=O)[O-])cc2)CC1 (stereo not given)	i	16.0	i	i	-0.3	i	i	i	i	i	i
CC(C)c1ccc(NC2CCCN(C(=O)c3cnc4ccccn4c3=O)C2)cc1 (stereo not given)	i	14.1	i	i	-0.3	i	i	i	-7.03*	i	i
CN(C)S(=O)(=O)c1ccc(C(=O)Nc2cccc(S(=O)(=O)NC3=NCCC3)c2)cc1	i	9.4	i	i	-1.5	i	i	i	i	i	i
CCc1cc(-c2n[nH]c(CCC(=O)O)c2-c2nc3ccccc3n2C)c(O)cc1O	i	10.6	i	i	-0.3	i	i	i	i	i	i
CCC(=O)N1CCC2(CC1)Oc1ccc(F)cc1C(=O)C21CC(c2ccc(Cl)cc2)=NO1 (stereo not given)	i	0.9	i	i	-0.3	i	i	i	i	i	i
Cc1cccc(-n2cnc3cc(C(=O)N4CCc5ccccc54)ccc32)c1	i	26.5	i	7.52*	0.1	i	i	i	i	i	i
O=C(NCc1ccco1)c1cc2n(n1)C(C(F)(F)F)CC(c1ccc(Br)cc1)N2 (stereo not given)	i	-1.1	i	i	0.4	i	i	i	i	i	i
O=C(Cn1cc(C(=O)c2ccco2)c2ccccc21)Nc1ccccc1F	i	8.6	i	i	-0.4	i	i	i	i	i	i
Cc1ccc(N(CC(=O)NCc2ccccc2)C(=O)CCC(=O)Nc2ccccn2)cc1C	i	.	i	i	0.1	i	i	i	i	i	i
CCc1cccc(NS(=O)(=O)c2c(C)nc3scc(C)n3c2=O)c1	i	11.0	i	i	-0.1	i	i	i	i	i	i

Compound activity as filed in PubChem BioAssay.

Some of the compounds tested. The share of hits here may be higher or lower than overall.
